Growth percent in the NCI-60 one-dose screen (48 h, 10 µM unless noted): 100 = growth as untreated, 0 = no growth, -100 = all killed.
UO-31: UO-31 renal cancer; hit rate 5.2% among 81,000
CAKI-1: CAKI-1 renal cancer; AID 1794772; hit rate 4.7% among 75,000
TK-10: TK-10 renal cancer cells; hit rate 3.9% among 81,000; AID 1794769
SN12C: SN12C renal cancer cells; hit rate 3.8% among 81,000
RXF 393: RXF 393 renal cancer cells; hit rate 6.9% among 77,000
A498: A498 renal cancer cells | hit rate 5.4% among 76,000 | AID 1794774
ACHN: ACHN renal cancer. hit rate 4.9% among 81,000
786-0: 786-0 renal cancer cells. hit rate 5.1% among 81,000. AID 1794775
* marks the source's active call; other numbers are inactive results; . = no result given; & = joins results of further samples. The calls were made as follows: active = growth percent below 10; inactive = the rest.

The line under a structure holds: UO-31	CAKI-1	TK-10	SN12C	RXF 393	A498	ACHN	786-0
C1=C(c2ccccc2)CCCCC1
→ 91	90	101	95	95	94	102	95
COc1ccc(C2CC(c3cccc(Nc4ccncc4)c3)=Nc3c(N)nc(N)nc3N2)cc1 (configuration not stated)
→ 96	75	106	88	72	87	103	77
C[C@@H]1C(=O)C23CCC1C[C@@]21O[C@@H]2C(C)(C)C=CC(=O)C23COC1=O
→ 75	96	115	108	113	95	93	115
CCCCC1(CC(=O)OCC)SCCN1C(N)=O (configuration not stated)
→ 93	101	111	101	112	110	107	106
COc1ccc(CO)cc1OC
→ 94	98	96	105	115	93	106	106
O=C1OC2CC3CC1C2C3 (configuration not stated)
→ 100&98	91&97	108&105	107&99	103&103	91&99	101&97	102&103
CC(C)OC1OC(OC(C)C)C(OC(C)C)OC1OC(C)C (configuration not stated)
→ 92	94	102	95	127	101	95	99
O=C(CNc1ccc(Br)cc1Cl)Cn1cc(COc2ccc(C=Nc3cnc4ccccc4c3)cc2)nn1
→ 90	94	103	91	121	101	105	98
S=c1[nH]c2cccnc2[nH]1
→ 83	95	92	95	121	101	102	106
Nc1c(Cl)cc(/C=C2\C=Cc3ccccc32)cc1Cl
→ 96	110	107	113	103	98	101	102
CC(C)C(=O)C(C)c1ccccn1 (configuration not stated)
→ 90	.	94	103	91	89	.	102
O=C(O)CC(Sc1ccc(Cl)cc1)C(=O)Nc1ccccc1 (configuration not stated)
→ 103	97	119	113	106	90	122	.
CC(C)[C@@H]1CC[C@@H](C)C[C@H]1OC(=O)c1ccccc1
→ 86	97	98	91	118	91	106	105
O=C1CCC2(CCCCC2)N1
→ 86	114	93	101	103	95	126	103
CCCCCc1cc(Br)c(OC)c(OC)c1
→ 92	92	101	103	110	146	105	100
O=C(CSc1nnc(-c2ccc(Cl)cc2)o1)Nc1nc(-c2ccccc2)cs1
→ 80	83	114	88	92	101	98	96
Cc1ccc(-c2nc(SCC(=O)Nc3nc(-c4ccc(Cl)cc4)cs3)[nH]c(=O)c2C#N)cc1
→ 88	96	103	110	114	85	101	93
Cc1ccc(S(C)(=O)=O)cc1
→ 85	92	106	101	102	100	96	95
CCC(O)CN(C)C (configuration not stated)
→ 98	99	.	104	85	100	88	106
CC1=C2[C@H]3OC(=O)[C@@H](C)[C@@H]3CC[C@@]2(C)C=C/C1=N\O
→ 85	101	101	106	123	119	103	100
CCCCCCCCOC(=O)c1[nH]cnc1/N=N\N(C)C
→ 90	91	104	82	113	122	116	99
CCCCCCCCCC1OC(C)C(C)O1 (configuration not stated)
→ 97	104	103	98	100	83	107	105
Cc1ccc(S(=O)(=O)CCc2nc(S(=O)(=O)c3ccc(C)cc3)c(NCCCN3CCOCC3)o2)cc1
→ 86	92	75	104	108	91	106	89
CC1Cc2c(ncn3c(-c4ccc(F)cc4)nnc23)N(C)c2ccccc21 (configuration not stated)
→ 28	56	22	20	66	28	44	30
COc1ccc(-c2nnc(-c3nnn(-c4ccc([N+](=O)[O-])cc4)c3C)o2)cc1OC
→ 86	101	106	101	123	115	104	106
CN(C)C(=O)OCc1nc2nc(Cl)nc(N3CCOCC3)c2[nH]1
→ 84	97	105	100	.	108	103	95
Clc1ccc(-c2cn3ccsc3n2)c(Cl)c1Cl
→ 70	72	105	78	95	77	90	103
Clc1cccc(Cc2cn3cc(-c4ccccc4)nc3s2)c1Cl
→ 79	49	80	85	108	80	52	98
CCn1ncc2c(NNS(=O)(=O)c3ccc([N+](=O)[O-])cc3)ncnc21
→ 95	.	.	100	104	80	101	98
Cc1ccc(CC(=O)O)cc1
→ 84	101	92	96	111	80	103	101
COC(=O)C1CCN(S(=O)(=O)c2ccc(-c3ccccc3)cc2)CC1
→ 97	100	122	105	.	125	110	113
O=Cc1c(OCc2cnnn2CC(=O)Nc2cccc3ccccc23)ccc2ccccc12
→ 78	94	114	98	116	93	98	102
Cc1nnc(/N=C2\NC(=O)/C(=C/c3cccnc3)S2)s1
→ 90	.	109	106	116	117	115	100
C[C@H](NC(=O)[C@@H]1CCCN1C(=O)CNC(=O)C(C)(C)C)C(=O)OC/C=C/c1ccccc1
→ 86	99	93	101	97	101	107	93
C=C1C(=O)O[C@H]2[C@H]1CC/C(CNC(=O)C(C)c1ccc(CC(C)C)cc1)=C\CC[C@@]1(C)O[C@@H]21 (some centres not stated)
→ -100*	-7.7*	-61*	-0.8*	-64*	.	-96*	-86*
Cc1cc(CCc2cc(C)[nH]c2C)c(C)[nH]1
→ 83	100	88	107	99	75	104	116
CC(=O)C1C(=O)C(=O)N(c2ccccc2)C1=O (configuration not stated)
→ 94	99	115	99	101	87	108	114
O=C(Nc1nc2ccccc2s1)c1cccs1
→ 46	68	73	90	.	86	68	89
Cc1n(Cc2ccc3ccccc3n2)cc[n+]1Cc1ccc2ccccc2n1
→ 87	.	81	78	87	89	103	98
O=C(Nc1ccccc1)SC1CCCCC1
→ 69	81	113	90	120	.	103	101
CC(C)c1ccc(CN(C)C)c(O)c1C(C)(C)C
→ 90	.	114	102	118	104	103	113
CC(C)CCNC(=O)Cn1ccc(N2CCOCC2)cc1=O
→ 90	88	108	106	114	95	103	113
Oc1ccc(Cn2cc3c(c2-c2ccccc2)CCc2cnoc2-3)cc1
→ 89	82	111	92	110	104	90	93
CC1(C)CC[C@]2(C(=O)NCc3cn(C4OC(CO)C(O)C(O)C4O)nn3)CC[C@]3(C)C(=CC[C@@H]4[C@@]5(C)Cc6c([nH]c7ccccc67)C(C)(C)[C@@H]5CC[C@]43C)[C@H]2C1 (some centres not stated)
→ 83	.	96	98	110	114	103	101
C=CCc1cc(Cl)cc2c(OC(C)=O)c(C(C)=O)c(-c3ccccc3)nc12
→ 78	88	114	99	130	110	102	107
COC(=O)[C@@H]1CCCN1C(=O)C1CCCN1C(=O)[C@H](Cc1ccccc1)NC(=S)Nc1cc(C(F)(F)F)cc(C(F)(F)F)c1 (some centres not stated)
→ 72	83	90	93	86	77	87	99
CC1(C)OC2=C(C(=O)c3cc(O)cc(O)c3C2=O)[C@@H]2C=C(CO)[C@@H](O)[C@H](O)[C@@H]21
→ 93	101	.	97	114	91	108	103
CCN(CC)CCn1c2ccc(OC)cc2c2sc3cc(OC)ccc3c(=O)c21
→ 8.3*	48	49	25	13	16	-39*	11
COc1c(NC(C)=O)c2c(c([N+](=O)[O-])c1OC)C(=O)OC2
→ 81	107	111	94	111	118	101	105
O=C(O)C1C2CCC(CC2)C1C(=O)O (configuration not stated)
→ 102	96	100	117	133	102	107	104

(more compounds)
The line under a structure holds: UO-31	CAKI-1	TK-10	SN12C	RXF 393	A498	ACHN	786-0
O=C(N/N=C\c1c(O)ccc2ccccc12)C1CC1
→ 8.6*	2.1*	78	67	50	102	24	50
COc1cc(-c2nc(SCCC(C)C)nc(Nc3ccc(S(N)(=O)=O)cc3)c2C#N)cc(OC)c1OC
→ 15	17	50	26	10	44	29	31
O=[N+]([O-])c1ccc2c(c1)-c1ccccc1C2O (configuration not stated)
→ 98	97	103	102	107	70	104	99
CCOc1ccc(-n2nnc3cnc(Nc4cnn(CC)c4)nc32)cc1
→ 97	100	99	87	56	56	82	78
CCCCCCCCCCCCCCCC[N+](C)(C)CCCNS(=O)(=O)c1ccc(C(C)(C)C)cc1
→ 70	94	118	97	.	91	102	97
CCOC(=O)C(C)C(C)(O)c1ccccc1 (configuration not stated)
→ 79	109	.	98	103	92	111	94
CCSC1OC(C(COC(C)=O)OC(C)=O)C(OC(C)=O)C1NC(C)=S (configuration not stated)
→ 86	92	121	107	118	.	105	97
COc1ccc(C(C#N)NCCCCCCNC(C#N)c2ccc(OC)cc2)cc1 (configuration not stated)
→ 85	96	97	101	109	81	105	102
O=C(OCCCCI)c1ccccc1
→ 83	90	111	105	103	76	106	108
O=C(NCCN1CCOCC1)n1cc(-c2ccncc2)c(-c2ccc(Cl)c(O)c2)n1
→ 99	110	101	100	119	102	101	108

Part of the list above in order of formula weight, smallest number first:
The line under a structure holds: UO-31	CAKI-1	TK-10	SN12C	RXF 393	A498	ACHN	786-0
O=C(N/N=C\c1c(O)ccc2ccccc12)C1CC1
→ 8.6*	2.1*	78	67	50	102	24	50
COc1ccc(C(C#N)NCCCCCCNC(C#N)c2ccc(OC)cc2)cc1 (configuration not stated)
→ 85	96	97	101	109	81	105	102
COc1cc(-c2nc(SCCC(C)C)nc(Nc3ccc(S(N)(=O)=O)cc3)c2C#N)cc(OC)c1OC
→ 15	17	50	26	10	44	29	31

New compounds follow:
The line under a structure holds: UO-31	CAKI-1	TK-10	SN12C	RXF 393	A498	ACHN	786-0
CCCN1CCN(C(=S)SCc2cc(=O)oc3ccc(C)cc23)CC1
→ 80	85	123	98	109	88	96	.
O=C(Oc1ccc(-c2ccccc2[N+](=O)[O-])cc1)c1ccccc1
→ 87	94	94	100	100	73	97	98
C=C(C)C(=O)O[C@H]1C[C@@]2(C)OC(=CC2=O)/C(C)=C\[C@H]2OC(=O)C(=C)[C@H]12
→ -89*	5.5*	-76*	.	-54*	21	-12*	-71*
CCOP(=O)(OCC)C1CP(=O)(c2ccccc2)CC(C)=C1Cl (configuration not stated)
→ 68	108	77	96	78	111	109	88
O=C1CCC(N2C(=O)c3cccc(NCCCCCC(=O)N4CCN(c5ccc6nc7c(nc6c5C(F)(F)F)C(=O)c5ncccc5C7=O)CC4)c3C2=O)C(=O)N1 (configuration not stated)
→ -95*	-79*	-9.4*	-80*	-72*	-81*	-71*	-57*
N#CC1=C(/N=C(\N)NNc2ccccc2)Oc2c(ccc3ccccc23)C1c1ccccc1 (configuration not stated)
→ 62	71	118	91	89	100	89	94
COC(=O)C1(CC(=O)/C=C/c2ccccc2)NC(=S)NC(=O)C1C#N (configuration not stated)
→ 84	90	110	99	99	138	102	132
COc1ccc(/C=C/C(=O)c2c(O)c(C)c(O)c3c2OC2=CC(O)=C(C(C)=O)C(=O)[C@]23C)cc1
→ -22*	6.3*	-9.8*	-31*	-33*	-56*	0.1*	-30*

By substructure: the entries above with a Cl atom.
The line under a structure holds: UO-31	CAKI-1	TK-10	SN12C	RXF 393	A498	ACHN	786-0
O=C(CNc1ccc(Br)cc1Cl)Cn1cc(COc2ccc(C=Nc3cnc4ccccc4c3)cc2)nn1
→ 90	94	103	91	121	101	105	98
Nc1c(Cl)cc(/C=C2\C=Cc3ccccc32)cc1Cl
→ 96	110	107	113	103	98	101	102
O=C(O)CC(Sc1ccc(Cl)cc1)C(=O)Nc1ccccc1 (configuration not stated)
→ 103	97	119	113	106	90	122	.
O=C(CSc1nnc(-c2ccc(Cl)cc2)o1)Nc1nc(-c2ccccc2)cs1
→ 80	83	114	88	92	101	98	96
Cc1ccc(-c2nc(SCC(=O)Nc3nc(-c4ccc(Cl)cc4)cs3)[nH]c(=O)c2C#N)cc1
→ 88	96	103	110	114	85	101	93
CN(C)C(=O)OCc1nc2nc(Cl)nc(N3CCOCC3)c2[nH]1
→ 84	97	105	100	.	108	103	95
Clc1ccc(-c2cn3ccsc3n2)c(Cl)c1Cl
→ 70	72	105	78	95	77	90	103
Clc1cccc(Cc2cn3cc(-c4ccccc4)nc3s2)c1Cl
→ 79	49	80	85	108	80	52	98
C=CCc1cc(Cl)cc2c(OC(C)=O)c(C(C)=O)c(-c3ccccc3)nc12
→ 78	88	114	99	130	110	102	107
O=C(NCCN1CCOCC1)n1cc(-c2ccncc2)c(-c2ccc(Cl)c(O)c2)n1
→ 99	110	101	100	119	102	101	108
CCOP(=O)(OCC)C1CP(=O)(c2ccccc2)CC(C)=C1Cl (configuration not stated)
→ 68	108	77	96	78	111	109	88

Screening results as filed in PubChem BioAssay.
